TcdB inh = TcdB glycohydrolase inhibitors, primary screen, biochemical, single point, plate reader. Toxin B (Clostridioides difficile), P18177. TcdB glycohydrolase enzymatic assay. inhibition, % at 9.99 µM. 0.24% of 350,000 active; in the data active = inhibition above about 10%
CCHFV vOTU inh = CCHFV vOTU protease inhibitors, primary screen, biochemical, Pep-AMC substrate, fluorescence | 0.55% of 370,000 active | AID 651958, 2012 | inhibition, % at 11.5 µM | Crimean-Congo hemorrhagic fever virus L polyprotein viral ovarian tumor (vOTU) protease …; in the data active = inhibition above about 30%; note: 0% = vehicle wells with enzyme and 100% = no enzyme wells
PfHsp40 yeast = rescue of yeast from PfHsp40 toxicity, primary screen, S. cerevisiae, ATP luminescence | S. cerevisiae expressing PfHsp40, growth rescue | growth rescue, % at 12.5 µM | 0.68% of 340,000 active | AID 504582, 2011; in the data active = growth rescue above about 28%, passing the limit was not always enough; inconclusive = no clear call, values can overlap the other calls;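 note: yeast W303a lacking pdr1 and pdr3 grown in galactose medium; growth measured after three days at 30 °C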
BoNT-F LC inh = BoNT/F light chain protease inhibitors, primary screen, biochemical, flow cytometry, MLPCN library; inhibition, % at 10 µM; Multiplex microsphere protease cleavage assay; Botulinum neurotoxin type F light chain protease (Clostridium botulinum); 0.22% of 360,000 active; in the data active = inhibition above about 35%, passing the limit was not always enough; inconclusive = no clear call, values can overlap the other calls; note: plate controls were buffer without enzyme for full effect and enzyme alone for no effect
Anthrax LF inh2 = Bacillus anthracis LF protease inhibitors, primary screen, biochemical, multiplex microsphere, MLPCN library. Lethal factor (Bacillus anthracis), P15917. multiplex microsphere protease cleavage assay. inhibition, % at 10 µM. 0.12% of 360,000 active; note: plate controls were buffer without enzyme for full effect and enzyme alone for no effect
Target sequence (P15917 whole entry, looked up): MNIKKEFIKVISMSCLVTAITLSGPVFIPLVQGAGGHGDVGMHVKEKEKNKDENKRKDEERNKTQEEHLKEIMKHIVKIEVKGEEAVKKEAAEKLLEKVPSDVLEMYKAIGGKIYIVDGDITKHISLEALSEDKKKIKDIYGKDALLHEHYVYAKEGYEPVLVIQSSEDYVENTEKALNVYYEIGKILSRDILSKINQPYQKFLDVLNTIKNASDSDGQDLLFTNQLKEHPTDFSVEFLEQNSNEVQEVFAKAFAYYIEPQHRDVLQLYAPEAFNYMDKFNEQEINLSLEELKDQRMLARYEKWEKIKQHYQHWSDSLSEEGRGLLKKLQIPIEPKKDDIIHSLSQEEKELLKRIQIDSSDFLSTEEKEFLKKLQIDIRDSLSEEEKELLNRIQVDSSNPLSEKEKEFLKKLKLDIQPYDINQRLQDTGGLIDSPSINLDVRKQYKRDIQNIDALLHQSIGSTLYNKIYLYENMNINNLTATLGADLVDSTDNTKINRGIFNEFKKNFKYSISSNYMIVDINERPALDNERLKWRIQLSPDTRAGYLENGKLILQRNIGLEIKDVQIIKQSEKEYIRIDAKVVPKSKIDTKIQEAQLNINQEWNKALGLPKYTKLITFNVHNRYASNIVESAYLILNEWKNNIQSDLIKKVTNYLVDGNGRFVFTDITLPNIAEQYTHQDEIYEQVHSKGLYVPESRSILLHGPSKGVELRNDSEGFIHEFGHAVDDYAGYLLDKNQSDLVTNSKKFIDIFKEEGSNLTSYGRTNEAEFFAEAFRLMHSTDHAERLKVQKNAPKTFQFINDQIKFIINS
FadD28 FP inh = inhibitors of FadD28 bisubstrate probe binding, primary screen, biochemical, fluorescence polarization, single point; AID 588549, 2011; 0.22% of 360,000 active; inhibition, % at 12.5 µM; in the data active = inhibition above about 8.5%, passing the limit was not always enough; inconclusive = no clear call, values can overlap the other calls
PrPC TRFRET = inhibitors of human cell surface prion protein PrPC, primary screen, cell-based, TR-FRET | 0.43% of 370,000 active | inhibition, % at 13.8 µM | TR-FRET read-out | Major prion protein (Homo sapiens), P04156; in the data active = inhibition above about 24%; note: 0% = median of the test wells and 100% = reference compound wells
Y pestis TopoI = Yersinia pestis topoisomerase I inhibitors, primary screen, biochemical, cleavage product accumulation, plate reader, single point; activity, % at 10 µM; Y. pestis Topo-I cleavage product accumulation; DNA topoisomerase I (Yersinia pestis CO92); 0.064% of 360,000 active; in the data active = activity above about 50%, passing the limit was not always enough; inconclusive = no clear call, values can overlap the other calls; note: inactives centre near 2
BoNT-A LC inh2 = BoNT/A light chain protease inhibitors, primary screen, biochemical, flow cytometry, MLPCN library. multiplex microsphere protease substrate cleavage. inhibition, % at 10 µM. 0.17% of 360,000 active. AID 588499, 2011; note: plate controls were buffer without enzyme for full effect and enzyme alone for no effect
* = called active by the depositor; ? = inconclusive; · = not tested or not shown. Cut-off read from the data, not from the text of the source, unless noted: active = inhibition above about 30%; inconclusive = no clear call, values can overlap the other calls; inactive = below that.

Start of the data: the first 4 compounds (preview)
nr	Compound	TcdB inh	CCHFV vOTU inh	PfHsp40 yeast	BoNT-F LC inh	Anthrax LF inh2
1	CSc1nnnn1-c1cccc(O)c1	·	-14	-0.7	-3	-4
2	CCOC(=O)C1CCN(C(=O)c2ccc(N(C)S(C)(=O)=O)cc2)CC1	·	-11	-0.1	7	-1
3	CN(CC(=O)Nc1ccc(N2CCOCC2)cc1)C(=O)CCNC(=O)c1ccccc1Cl	1.9	-10	0.0	-5	-1
4	CCCCOc1ccc(Cc2c(COCC)[nH]c(=S)[nH]c2=O)cc1	0.7	-6	0.3	-5	-2

nr	FadD28 FP inh	PrPC TRFRET	Y pestis TopoI	BoNT-A LC inh2
1	-1.9	-2	-1	0.3
2	-2.4	-1	-7	0.5
3	-0.5	-7	-4	3.0
4	0.4	1	8	-0.1

Main list, repeating the preview:
nr	Compound	TcdB inh	CCHFV vOTU inh	PfHsp40 yeast	BoNT-F LC inh	Anthrax LF inh2
1	CSc1nnnn1-c1cccc(O)c1	·	-14	-0.7	-3	-4
2	CCOC(=O)C1CCN(C(=O)c2ccc(N(C)S(C)(=O)=O)cc2)CC1	·	-11	-0.1	7	-1
3	CN(CC(=O)Nc1ccc(N2CCOCC2)cc1)C(=O)CCNC(=O)c1ccccc1Cl	1.9	-10	0.0	-5	-1
4	CCCCOc1ccc(Cc2c(COCC)[nH]c(=S)[nH]c2=O)cc1	0.7	-6	0.3	-5	-2
5	CC(=O)Nc1ccc(S(=O)(=O)CCC#N)cc1	·	-2	-1.1	-8	0
6	Cc1cc(-c2ccc(N3CCOCC3)cc2)nc2ccccc12	0.6	-8	0.3	-4	1
7	CCOC(=O)CC1(NC(=O)C2CCC(=O)N(Cc3ccccc3F)C2)CCCCC1 (configuration not stated)	-0.4	-5	0.2	-16	-3
8	CC(C)[C@H](N)C(=O)NC[C@H](CC(=O)NC[C@H]1CC[C@H](C(=O)O)CC1)c1ccc(Cl)cc1	0.8	-9	0.9	10	2
9	CC(C)(C)NC(=O)CCSc1nnc(-c2ccco2)o1	-1.4	-8	0.0	-8	-3
10	CCn1nnc(NC(=O)c2ccc([N+](=O)[O-])o2)n1	0.2	0	-0.4	-1	2
11	Cn1c(SCc2ccccc2)nnc1C1CCCNC1 (configuration not stated)	·	9	-0.3	?	-1
12	CCS(=O)(=O)c1ccc(O)c(NC(=O)Nc2ccccc2OC)c1	-0.1	-9	0.6	·	·
13	CC(SCc1ccccc1)C(=O)Nc1ccccc1 (configuration not stated)	0.5	-11	-0.1	-6	-4
14	Cc1ccc(CNC(=O)C2CCN(c3nnc(N4CCCC4=O)s3)CC2)cc1	1.3	-5	1.6	-8	-5
15	CCSc1nnc2ccc(-c3ccc(C)cc3)nn12	0.5	-5	0.7	4	-2

nr	FadD28 FP inh	PrPC TRFRET	Y pestis TopoI	BoNT-A LC inh2
1	-1.9	-2	-1	0.3
2	-2.4	-1	-7	0.5
3	-0.5	-7	-4	3.0
4	0.4	1	8	-0.1
5	-1.2	-3	-4	0.0
6	0.5	4	7	0.8
7	-2.2	2	10	-2.0
8	-1.1	-3	-2	-1.4
9	-3.9	-4	4	-1.8
10	-3.2	-5	1	-0.1
11	-2.2	-5	2	3.4
12	-3.3	-3	-6	·
13	-0.9	9	1	0.6
14	-0.3	7	-8	-0.1
15	-3.7	42*	18	0.4

By substructure: those above containing a Cl atom
nr	Compound	TcdB inh	CCHFV vOTU inh	PfHsp40 yeast	BoNT-F LC inh	Anthrax LF inh2
3	CN(CC(=O)Nc1ccc(N2CCOCC2)cc1)C(=O)CCNC(=O)c1ccccc1Cl	1.9	-10	0.0	-5	-1
8	CC(C)[C@H](N)C(=O)NC[C@H](CC(=O)NC[C@H]1CC[C@H](C(=O)O)CC1)c1ccc(Cl)cc1	0.8	-9	0.9	10	2

nr	FadD28 FP inh	PrPC TRFRET	Y pestis TopoI	BoNT-A LC inh2
3	-0.5	-7	-4	3.0
8	-1.1	-3	-2	-1.4

The list goes on.
nr	Compound	TcdB inh	CCHFV vOTU inh	PfHsp40 yeast	BoNT-F LC inh	Anthrax LF inh2
16	Nn1c(SCc2cn3cc(Cl)ccc3n2)nnc1-c1ccncc1	·	15	-0.2	-4	2
17	Cc1ccc(NC(=O)C(=O)NCc2ccncc2)cc1	4.1	-9	12	-4	2
18	CCCCN1C(=O)C2NN=C(C(=O)OCC)C2C1=O (configuration not stated)	·	-12	0.1	2	-2
19	CCN1CCCn2c1nc1c2c(=O)n(C)c(=O)n1C	0.1	-12	0.5	-2	1
20	COC(=O)c1sc(NC(=O)CN2CCN(c3cccc(Cl)c3)CC2)c(C(=O)OC)c1C	0.6	-9	-1.4	-1	4
21	C/C(=N\NC(=O)c1nc2ccccn2c1C)c1ccc2c(c1)OCO2	·	-2	-1.0	0	2
22	Cc1cc(=O)oc2cc(O)cc(O)c12	-1.9	-171	6.3	-1	-7
23	CCN(Cc1ccc(OC)c(COC)c1)CC1CCCN(CCc2cccc(F)c2)C1 (configuration not stated)	-0.3	-10	-0.2	?	14
24	Cc1ccc(C)c(NC(=O)COC(=O)CSc2ccccc2)c1	1.4	1	0.4	8	4
25	CCCn1c(SCC(=O)Nc2cccc(NC(C)=O)c2)nnc1C(C)C	·	6	-0.2	3	-3
26	S=C(Nc1ccc(Cl)cc1Cl)N1CCCC1	-4.7	9	-0.3	·	·
27	CC(=O)Nc1c(Cl)n(C(C)=O)c2ccccc12	·	7	0.0	-2	1
28	COc1cccc(CC(=O)n2nc(N)c3cc4ccc(OC)cc4nc32)c1	-3.1	-7	-0.6	1	-3
29	Cc1cc(C)cc(NC(=O)CSc2nnc(CNC(=O)c3ccco3)o2)c1	0.5	6	1.0	-6	-1
30	CCn1cc(CNC(=O)c2cccc([N+](=O)[O-])c2)c(C)n1	·	10	2.3	0	-1

nr	FadD28 FP inh	PrPC TRFRET	Y pestis TopoI	BoNT-A LC inh2
16	0.2	3	4	0.4
17	-3.8	0	1	-0.3
18	1.1	-1	9	0.1
19	-4.6	-3	4	-0.3
20	-4.6	5	0	0.3
21	-2.1	4	-1	0.9
22	-1.9	1	0	0.3
23	-1.2	-1	31	?
24	·	7	21	1.8
25	-2.8	10	1	-0.4
26	-2.2	3	6	·
27	-3.2	0	0	0.3
28	-1.3	4	2	-0.4
29	-0.2	-8	11	0.0
30	-0.4	-18	6	0.3

Next structures
nr	Compound	TcdB inh	CCHFV vOTU inh	PfHsp40 yeast	BoNT-F LC inh	Anthrax LF inh2
31	COc1ccccc1S(=O)(=O)Nc1cc(C)nn1-c1ccc(C)cc1	1.5	-2	0.1	-14	14
32	N#Cc1c(SCC(=O)N2CCCCC2)nsc1SCC(=O)N1CCCCC1	·	2	1.0	16	0
33	CC(C)C[C@@H](CN1CCC[C@H]1CN1C(=O)C(=O)NC[C@@H]1Cc1ccccc1)N1C[C@H](Cc2ccc(O)cc2)N(CC2CCCCCC2)C(=O)C1=O	1.3	26	·	2	-1
34	Cc1ccc(NC(=O)c2ccc(COc3ccc4c(c3)CCC4)cc2)c(C)c1	·	8	0.6	-2	-3
35	COCc1cc(C)nc(N/N=C/c2ccc(-c3ccc(Cl)cc3[N+](=O)[O-])o2)c1C#N	·	6	0.2	-3	-1
36	O=C(NNC(=O)C1CC1)c1cc2cc3ccccc3nc2s1	-0.3	15	-0.1	-2	0
37	O=C(NCC(c1ccco1)N1CCOCC1)c1ccc(Cl)cc1 (configuration not stated)	-1.7	-2	-0.8	·	·
38	CC(C)c1ccccc1NC(=O)COC(=O)c1cc(=O)[nH]c(=O)[nH]1	0.5	-4	1.1	4	-2
39	COc1ccc2[nH]c(C(=O)NCCN3CCOCC3)cc2c1	0.4	-27	-1.5	-5	-7
40	O=C(O)CN1C(=O)c2cccc(Oc3ccc(Cl)cc3)c2C1=O	·	-9	-1.0	16	-18
41	Cn1c(C(=O)N[C@@H](C(=O)O)c2ccccc2)cc2cc(Cl)ccc21	-1.2	-10	0.1	10	0
42	CC(=O)N1N=C(c2ccccc2)CC1c1cn(Cc2ccccc2)c2ccccc12 (configuration not stated)	·	0	-0.1	-11	0
43	CSc1ccccc1C(=O)NCc1ccc(F)cc1	0.6	-10	0.1	3	2
44	Cc1cccc(NC(=O)/C(=C\c2ccc([N+](=O)[O-])o2)NC(=O)c2ccc(Cl)cc2)c1	·	4	-0.3	-8	0
45	O=C(O)c1ccc(/C=C2\CCCc3c2nc2ccccc2c3C(=O)O)cc1	0.0	3	1.1	4	-2

nr	FadD28 FP inh	PrPC TRFRET	Y pestis TopoI	BoNT-A LC inh2
31	-3.0	-7	1	1.7
32	0.1	8	13	1.0
33	·	26*	·	0.7
34	-4.3	-3	-3	0.1
35	-0.5	-3	4	0.7
36	-1.7	-22	1	-1.2
37	-1.0	-3	-3	·
38	-2.1	-8	1	0.1
39	0.0	-2	-5	2.1
40	-2.4	-8	1	1.5
41	1.1	0	8	0.7
42	-1.7	7	32	0.3
43	-0.3	1	3	0.9
44	1.8	-4	11	0.8
45	0.7	3	-4	-1.0

Further structures.
nr	Compound	TcdB inh	CCHFV vOTU inh	PfHsp40 yeast	BoNT-F LC inh	Anthrax LF inh2
46	N#Cc1nc(-c2ccco2)oc1NCc1ccc(F)cc1	·	-10	1.1	-10	-7
47	O=C(NCCc1ccccc1)C(c1ccccc1F)N(C(=O)c1csnn1)C1CC1 (configuration not stated)	-4.1	3	-0.6	1	1
48	COc1ccccc1NC(=O)CSc1n[nH]c(-c2cccnc2)n1	1.2	4	0.2	7	1
49	CN(C)C(CNC(=O)c1ccc2nc[nH]c2c1)c1ccccc1 (configuration not stated)	3.1	7	-1.7	-7	-4
50	CCN(CC(=O)NC(C)(C)C)C(=O)CCl	·	9	-0.4	4	2
51	CCOc1ccc(CCNC(=O)C2CCCN(c3nn4c(=O)cc(C)nc4s3)C2)cc1OCC (configuration not stated)	·	3	-1.7	3	2
52	CCOP(=O)(OCC)C(NC(=O)Nc1ccc(Cl)c(Cl)c1)c1ccccc1 (configuration not stated)	1.4	16	0.4	-6	0
53	CN(CC(=O)N1CCN(c2ncccn2)CC1)S(=O)(=O)c1ccc(Cl)cc1	0.6	3	-1.9	-4	1
54	Cn1cc([N+](=O)[O-])cc1-c1nc2ccccc2n1C	2.0	7	-1.5	8	-1

nr	FadD28 FP inh	PrPC TRFRET	Y pestis TopoI	BoNT-A LC inh2
46	-3.5	1	0	-0.5
47	-0.7	9	-2	-1.4
48	1.0	3	-3	2.7
49	1.9	3	-1	0.4
50	-1.6	-9	-8	-0.2
51	-4.8	5	9	-0.1
52	-6.9	-1	1	-0.4
53	-0.8	4	-2	-0.5
54	-3.2	-3	-2	-1.0
